GASC-1 inh = inhibitors of human GASC-1 (JMJD2C) demethylase | Q9H3R0 | GST-JMJD2C(1-420) H3K9me3 demethylation, DELFIA europium | inhibition, % at 2.35 µM | hit rate 0.069% among 330,000 | AID 2099;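 active = more than half of a compound's replicate wells show inhibition beyond 50%, single wells judged on their own value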;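 note: signal counts dimethyl H3K9 product captured on neutravidin plate; 0% = median of DMSO wells and 100% = 0.3 times that DMSO median; strong numbers were not always called active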
GRK2 inh = inhibitors of human GRK2 displacing RNA aptamer; P25098; bead flow cytometry, FAM-aptamer displacement from GRK2; hit rate 0.59% among 330,000; inhibition of aptamer binding, % at 10 µM;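 active = inhibition of aptamer binding above 40%, roughly 3 SD of noise, on plates passing a quality check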;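 note: median bead fluorescence of bound FAM aptamer so fluorescent compounds give negative values; no value below 0 was filed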
CTSL1 counter = cathepsin L1 inhibition, PFM18AAP counter-screen; recombinant F. hepatica cathepsin L1, Z-Leu-Arg-MCA fluorescence; AID 1906; inhibition, % at 5.96 µM; hit rate 0.49% among 300,000;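 active = inhibition above the mean of all tested compounds plus 3 SD, set per screening campaign, cut at about 17% in these data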;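 note: 0% = plate median of test compound wells and 100% = 1 µM Z-Phe-Ala-diazomethylketone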
proCasp3 act = activators of human procaspase-3; P42574; AID 463141; activation, % at 8.5 µM; hit rate 0.11% among 330,000; recombinant procaspase-3 D3A, Ac-DEVD-pNA absorbance 405 nm;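 active = activation above the mean of all tested compounds plus 3 SD, cut at about 21% in these data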;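 note: 0% = DMSO alone and 100% = DMSO wells spiked with extra 5 µM PC-3 D3A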
Target sequence (P42574 whole entry D9A/D28A/D175A): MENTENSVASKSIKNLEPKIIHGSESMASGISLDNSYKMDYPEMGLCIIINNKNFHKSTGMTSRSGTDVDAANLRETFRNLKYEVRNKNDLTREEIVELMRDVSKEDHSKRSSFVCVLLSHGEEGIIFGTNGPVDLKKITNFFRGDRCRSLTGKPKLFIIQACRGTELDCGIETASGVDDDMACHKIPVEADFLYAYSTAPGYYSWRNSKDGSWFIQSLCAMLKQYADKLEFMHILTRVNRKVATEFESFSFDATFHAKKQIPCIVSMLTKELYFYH
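Assay system – Procaspase-3 D3A mutant · Benchmarks – DMSO low control, extra-enzyme high control · Technique – 405 nm absorbance of p-nitroaniline, reads at 0 and 120 min · Doses – 8.5 µM nominal · Measure – % activation between DMSO and enzyme-spiked controls · Also added – Ac-DEVD-pNA chromogenic peptide substrate · Schedule – 1 h compound preincubation, 2 h substrate hydrolysis at 25 °C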
VLA-4 inh = inhibition in a human VLA-4 binding assay; P13612; VLA-4 expressing cells, ligand binding flow cytometry; inhibition, % (about 7 µM as worked out from the volumes in the protocol); hit rate 0.2% among 330,000; in the data active = inhibition above about 50%
PP5 primary = PP5 (human) phosphatase inhibition | P53041 | purified PP5c, OMFP substrate fluorescence | inhibition, % at 6.7 µM | hit rate 0.18% among 320,000 | AID 1987;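 active = inhibition above the campaign's mean inhibition across all tested compounds plus 3 SD, cut at about 9.5% in these data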;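 note: 0% = DMSO only and 100% = 100 µM cantharidin control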
Target sequence (P53041 whole entry, looked up): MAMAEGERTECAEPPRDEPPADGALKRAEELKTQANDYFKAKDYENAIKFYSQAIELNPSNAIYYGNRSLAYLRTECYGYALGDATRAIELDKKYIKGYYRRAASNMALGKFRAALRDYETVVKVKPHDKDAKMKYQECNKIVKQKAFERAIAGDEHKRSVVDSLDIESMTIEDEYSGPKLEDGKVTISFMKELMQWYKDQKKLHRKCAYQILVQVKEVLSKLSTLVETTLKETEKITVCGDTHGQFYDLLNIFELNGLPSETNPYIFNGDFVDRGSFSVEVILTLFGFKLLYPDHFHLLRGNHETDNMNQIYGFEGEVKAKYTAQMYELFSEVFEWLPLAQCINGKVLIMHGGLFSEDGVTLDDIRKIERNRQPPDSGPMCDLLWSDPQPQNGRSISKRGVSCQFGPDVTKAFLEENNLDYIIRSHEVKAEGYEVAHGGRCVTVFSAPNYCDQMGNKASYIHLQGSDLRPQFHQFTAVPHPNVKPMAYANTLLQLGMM
PP1 inh = blocks human PP1-alpha phosphatase, a PP5 counter-screen; inhibition, % at 6.7 µM; purified PP1alpha, OMFP fluorescence; P62136; AID 2235; hit rate 0.9% among 320,000;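 active = inhibition above the mean inhibition of all tested compounds plus 3 SD, computed separately for each screening campaign, cut at about 15% in these data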
procasp7 counter = activates human procaspase-7, counter-screen for procaspase-3 activators | P55210 | recombinant procaspase-7, Ac-DEVD-pNA absorbance 405 nm; D23A/D198A/D206A triple mutant, cannot self-cleave; scale: DMSO 0, 5 µM enzyme 100 | activation, % at 8.5 µM | hit rate 0.093% among 330,000;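 active = percent activation above the screen-wide mean plus 3 SD, cut at about 25% in these data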
Target sequence (P55210 whole entry D23A/D198A/D206A): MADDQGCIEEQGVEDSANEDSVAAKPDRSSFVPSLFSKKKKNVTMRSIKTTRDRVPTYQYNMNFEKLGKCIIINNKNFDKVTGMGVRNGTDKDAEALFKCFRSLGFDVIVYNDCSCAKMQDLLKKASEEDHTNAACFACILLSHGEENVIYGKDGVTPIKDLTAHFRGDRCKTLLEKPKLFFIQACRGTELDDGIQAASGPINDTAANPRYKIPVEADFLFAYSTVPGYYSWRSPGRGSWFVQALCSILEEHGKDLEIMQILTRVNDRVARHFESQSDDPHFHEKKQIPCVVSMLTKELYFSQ
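buffer or medium = Zinc-free HEPES/NaCl buffer, pH 7.4 | material = Procaspase-7 triple mutant (PC-7 D3A) | input = 2 µM procaspase-7 mutant as dispensed | signal = Epi-absorbance of released pNA at 405 nm, two timepoints | timing = 1 h preincubation, 2 h reaction | replicates = singlicate compound testing | evaluation = % activation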
HCV core dimer = blocks dimerization of HCV core protein; TR-FRET GST/Flag-core106 dimerization, 1536-well; inhibition, % at 5 µM; hit rate 0.33% among 300,000; AID 1899;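 active = inhibition above the mean of all tested compounds plus 3 SD, set per screening campaign, cut at about 45% in these data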
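test system = GST/Flag-tagged HCV core106 proteins | probe or stimulus = Eu donor and XL665 acceptor anti-tag antibodies | times = compound-protein-antibody incubation 4 h at 22.5 °C | signal = TR-FRET, excitation 340 nm, emission 617 and 671 nm | measure = percent inhibition of core106 dimerization signal | controls = wells lacking GST-core106 and wells with excess unlabelled core106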
* marks the source's active call; other numbers are inactive results; / = no result given.

SMILES	GASC-1 inh	GRK2 inh	CTSL1 counter	proCasp3 act	VLA-4 inh	PP5 primary	PP1 inh	procasp7 counter	HCV core dimer
Cc1ccc(NC(=O)c2ccc(NCCc3ccccc3)c([N+](=O)[O-])c2)cc1F	1	0	1	4	9	2.6	2	-9	13
COc1cc(C(=O)N(Cc2ccccn2)CC2CCCO2)cc(OC)c1OC (stereo not given)	-13	0	-2	-2	-5	-3.0	-2	3	-1
CCN1CCN(C(c2cccs2)C(C)NC(=O)c2cccc(OC)c2)CC1 (stereo not given)	2	3	-1	6	8	0.8	-8	8	0
COc1ccccc1CN1CCN(Cc2nc(-c3ccc(C)cc3)oc2C)CC1	2	0	-1	4	-3	-0.6	4	-1	5
COc1ccccc1C(=O)NCCC(=O)N1CC=C(c2ccccc2)CC1	-12	0	-3	7	0	2.7	-3	7	4
CCN=C1SCC(=O)N1c1ccc(OC)cc1	10	1	-3	3	4	2.6	2	10	-3
O=C(NC1=NCCS1)c1cccc(F)c1	4	0	-2	4	-1	3.6	-2	-3	-6
Cc1ccc(NC(=O)/C(=C\c2cccs2)NC(=O)c2ccccc2)cc1	7	1	2	6	19	3.0	0	-1	1
CSc1cccc(NC(=O)C2CCCN(c3ncnc4c3nc3n4CCCCC3)C2)c1 (stereo not given)	4	0	-1	-4	-13	0.6	2	20	2
C[C@@H]1CC2[C@@H]3CC[C@H]4CC(=O)CC[C@]4(C)C3=CC[C@]2(C)[C@@]1(O)C(=O)CO (stereo not given in full)	1	0	2	3	-7	0.1	2	14	-2
CC(C)(C)n1ncc2c(=O)n(CC(=O)c3ccccc3)cnc21	1	2	-4	-4	-5	1.8	-3	2	8
Cn1c(=O)c2cc(S(=O)(=O)NC(Cc3ccccc3)C(=O)NCC3CCCO3)ccc2n(C)c1=O (stereo not given)	2	0	1	1	8	-1.4	-4	9	-4
CC1=CCC2C(=O)N(Cc3ccccc3)C(=O)C2C1 (stereo not given)	-6	0	-3	-4	9	-1.1	-3	5	-6
CCn1c(SCC(=O)Nc2ccc(N(C)C)cc2)nnc1-c1ccco1	2	0	-7	-3	11	0.6	0	11	-25
COc1cc(C(=O)Nc2ccc3c(c2)OCO3)ccc1OCc1c(C)noc1C	9	3	5	4	19	-2.2	-3	6	12
COCCN(C(=O)COC(=O)C12CC3CC(CC(Cl)(C3)C1)C2)c1c(N)n(Cc2ccccc2)c(=O)[nH]c1=O	7	4	-2	6	1	0.0	-7	4	0
COc1cc(CNc2nc(C)c([N+](=O)[O-])c(C)c2C#N)cc(OC)c1	4	0	1	2	5	3.4	3	3	0
O=c1c2ccccc2[nH]c(=S)n1CCCN1CCN(C2CCCCC2)CC1	0	1	-1	-9	27	4.0	0	6	-4
C=C1CCN([C@@H](CC(C)C)C(=O)NCc2ccco2)S(=O)(=O)c2ccccc21	7	2	16	4	0	-1.1	-1	9	15
CC1=CC(C)(C)N(C(=O)c2ccc(F)cc2)c2cc3c(cc21)OCO3	-15	2	1	4	2	1.1	1	-5	3
CCC(C)NC(=O)CC1Oc2ccc(C)cc2NC1=O (stereo not given)	52	0	-1	-2	9	-0.6	-1	-4	-4
CC(C)(C)c1ccc(-c2nnc(N)s2)cc1	-2	4	-6	2	27	2.9	-6	-3	-3
COc1ccc(N(CC(=O)N/N=C/c2cc3ccc(OC)cc3nc2Cl)S(=O)(=O)c2ccccc2)cc1	1	0	-1	-2	-3	2.8	0	3	3
COc1ccc2nc(NC(=O)[C@@H]3CCCN3C(=O)c3cccs3)sc2c1	-1	0	-10	-6	8	-1.5	0	0	-12
COc1ccc(N2C(=O)C3C(C2=O)C(C(=O)c2ccccc2)N2CCCC32)cc1 (stereo not given)	7	4	3	4	-12	0.4	-5	-8	4
COCCCN1CC(=O)N2Cc3[nH]c4ccccc4c3C[C@H]2C1=O	15	4	2	-4	16	-0.9	-3	1	-6
CCc1cc(CNC(=O)C2CCC(=O)N(CCc3ccc(OC)cc3)C2)on1 (stereo not given)	1	2	-3	0	-8	1.3	0	0	0
COc1cc2c(cc1OC)C(/C(C#N)=N\O)=NC(C)(C)C2	3	1	3	-1	23	-0.3	-4	6	-4
O=C(N/N=C/C=C/c1ccccc1)c1n[nH]c2c1CCC2	-13	1	5	3	26	2.1	0	-4	-15
COc1ccc(CNC(=O)C2CCN(S(=O)(=O)N3CCC4(CC3)OCCO4)CC2)c(OC)c1	-11	0	-3	2	6	-0.3	-2	2	-1
Cc1ccnc(S(=O)(=O)Cc2ccc([N+](=O)[O-])cc2)n1	-4	1	-2	0	6	-0.3	-3	0	-4
CCCN(CCC)Cc1c(C(=O)OCC)nnn1-c1nonc1N	0	0	0	-8	14	5.8	0	1	-1
CC(=O)c1cccc(NC(=O)C2CCN(S(=O)(=O)c3ccc(F)cc3)CC2)c1	17	1	-5	4	2	0.3	-3	-8	1
CC(=N/O)/C(=N\O)c1ccc(C)o1	6	0	-1	0	-1	-0.8	4	18	-8
O=c1[nH]c(C2CCCN(S(=O)(=O)c3ccccc3)C2)nc2c1nnn2Cc1cccc(Cl)c1 (stereo not given)	6	8	4	3	-4	2.6	11	-15	24
CCOC(=O)NCc1ccc(S(=O)(=O)Nc2c(C)cccc2C)cc1	-9	0	6	10	1	3.2	-1	2	4
N#Cc1nc(N)nc(N(c2ccccc2)c2ccccc2)n1	-5	2	56*	10	26	3.0	6	1	1
COc1ccc(C2CC(c3cccs3)n3nc(N)nc3N2)cc1 (stereo not given)	0	0	-1	-13	-1	4.8	-11	-8	-5
O=C(c1cccc(S(=O)(=O)N2CCOCC2)c1)N1CCN(c2ccccc2)CC1	-17	5	/	4	0	-1.1	1	5	/
Cc1ccc(/C=N/Nc2ccc(C(=O)O)cc2)o1	-7	1	2	11	1	1.4	-7	15	-18
O=c1c2ccccc2nc(SCc2cn3ccsc3n2)n1-c1ccccc1F	1	0	4	-8	-9	2.9	9	10	8
Cc1ccccc1S(=O)(=O)Cc1ccc(C(=O)N2CCN(c3ccccc3F)CC2)o1	2	2	-1	6	4	2.8	-1	-5	11
O=C(N/N=C/c1ccco1)c1cccc([N+](=O)[O-])c1	-13	14	-5	12	0	1.5	1	-12	-3
O=C(O)C1CCC(N2C(=O)C3CCCCC3C2=O)CC1 (stereo not given)	3	2	2	9	6	-0.5	0	-2	-2
C/C(=N\Nc1cccc(C(=O)O)c1)c1ccc2c(c1)Nc1ccccc1S2	-1	1	0	-3	-5	-0.9	0	-17	-17
COC(=O)c1ccc(NC(=O)Cc2ccc(C)cc2)cc1	-10	0	-3	-7	-6	1.2	-5	-8	0
O=C(Nc1nc(-c2cccnc2)cs1)c1cccc([N+](=O)[O-])c1	9	0	3	-2	-7	-0.2	-1	4	-3
C#CCNC(=O)C1=C[C@H](c2coc3ccccc3c2=O)[C@@H](CCCO)[C@H](OCC)O1	-5	4	-5	5	23	-0.2	-1	7	5
Cc1ccc(NC(=O)c2sc(N)nc2-c2ccc([N+](=O)[O-])cc2)c(C)c1	-2	2	0	1	2	-0.8	1	5	1
Cc1ccc(-c2nnc(SCC(=O)N3CCN(c4ccccc4)CC3)o2)cc1	14	0	2	4	-5	-0.4	-1	10	-3
CCN(c1ccccc1)S(=O)(=O)c1ccc(Cl)nc1	18	0	-7	-3	8	0.9	4	4	2
Cc1ccnc(NS(=O)(=O)c2ccc(-n3cccn3)cc2)c1	-3	1	8	6	7	1.3	-2	-8	-7
CCC1CCCCN1C(=O)CSc1nnc(-c2ccc(Cl)cc2)o1 (stereo not given)	10	0	-1	13	9	1.8	-3	-4	-2
COc1ccc(N(CC(O)Cn2c3ccccc3c3ccccc32)S(=O)(=O)c2ccccc2)cc1 (stereo not given)	-3	0	-1	-5	-2	6.0	-1	-1	9
CN(C(=O)COC(=O)Cc1c[nH]c2ccccc12)c1c(N)n(Cc2ccccc2)c(=O)[nH]c1=O	11	5	/	6	-5	-0.7	0	12	/
Cc1ccc(C(=O)NCCCc2ccccc2)c(Cl)c1	3	0	0	1	-3	3.1	2	7	-5
COc1cc2c(cc1OC)C(c1ccccc1)NCC2 (stereo not given)	3	0	-5	1	2	1.2	-2	-2	8
CCc1ccccc1NS(=O)(=O)c1ccc2[nH]cc(C(=O)NCC3CCCO3)c(=O)c2c1 (stereo not given)	-2	0	-4	-12	6	1.3	3	-4	7
Cc1ccc(S(=O)(=O)NC(=O)NC(=O)N(C)S(=O)(=O)c2ccc(C)cc2)cc1	0	2	2	15	13	1.7	-3	7	-5
Clc1ccc(CSc2nnc([C@@H]3CCCN3)o2)cc1Cl	2	2	6	5	7	0.0	-2	0	1

Entries of single compounds as entered above. Order of values: GASC-1 inh | GRK2 inh | CTSL1 counter | proCasp3 act | VLA-4 inh | PP5 primary | PP1 inh | procasp7 counter | HCV core dimer
CC(C)(C)n1ncc2c(=O)n(CC(=O)c3ccccc3)cnc21 reads 1 | 2 | -4 | -4 | -5 | 1.8 | -3 | 2 | 8
Cc1ccc(NC(=O)/C(=C\c2cccs2)NC(=O)c2ccccc2)cc1 reads 7 | 1 | 2 | 6 | 19 | 3.0 | 0 | -1 | 1

Single entries from the results shown:
COC(=O)c1ccc(NC(=O)Cc2ccc(C)cc2)cc1 in GASC-1 inh = -10
COc1cc2c(cc1OC)C(c1ccccc1)NCC2 (stereo not given) in HCV core dimer = 8
Cc1ccc(S(=O)(=O)NC(=O)NC(=O)N(C)S(=O)(=O)c2ccc(C)cc2)cc1 in GASC-1 inh = 0
O=C(O)C1CCC(N2C(=O)C3CCCCC3C2=O)CC1 (stereo not given) in PP1 inh = 0
Cc1ccc(C(=O)NCCCc2ccccc2)c(Cl)c1 in PP1 inh = 2

Carrying on.
SMILES	GASC-1 inh	GRK2 inh	CTSL1 counter	proCasp3 act	VLA-4 inh	PP5 primary	PP1 inh	procasp7 counter	HCV core dimer
O=C(CSc1ncnc2sc3c(c12)CCCCC3)NCc1ccco1	3	1	2	-2	1	4.3	0	-12	-4
Cn1c(=O)nc2n(Cc3ccccc3)c3cccc(Cl)c3cc-2c1=O	4	0	9	-9	-16	1.9	-4	-7	19
Cc1cc(C)cc(NC(=O)c2cccc(C(=O)Nc3cc(C)cc(C)c3)n2)c1	-9	0	1	9	12	2.9	1	-2	10
CCCCCCCC(=O)C(C)C(=O)N(C)[C@H](Cc1ccc(OC)cc1)C(=O)N(C)[C@H](C(N)=O)C(C)C (stereo not given in full)	/	5	/	8	-1	/	/	12	/
Cc1nn(-c2ccccc2)c(Cl)c1/C=N/NC(=O)c1ccccc1NS(=O)(=O)c1cccs1	9	0	-1	-5	2	2.8	0	2	17
COc1cc2c3c(c1OC)C1(C=CC(=O)C=C1)CC3N(C(=O)CCC(=O)O)CC2 (stereo not given)	15	2	-4	3	18	-2.5	-1	5	1
COc1ccc(NC(=O)c2ccccc2-c2ccccc2C(=O)O)cc1	12	0	-1	0	3	3.5	-1	-8	6

Bioassay records as filed in PubChem BioAssay.
